15-hLO-2 inh: 15-hLO-2 (ALOX15B) enzyme inhibition; 110,000 compounds, 0.56% hits; O15296; AID 881; purified 15hLO-2, xylenol orange hydroperoxide absorbance; Potency, µM (series often up to 57.1 µM), inactives show top-dose activity change, negative = inhibition, hits mostly inhibitors; further: potency means the concentration at half of the fitted maximal effect; nearly all actives have a fitted effect of over 60% in size; many of its hits are not listed in these tables
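Screening format was qHTS against 50 nM purified 15hLO-2 in Hepes pH 7.5 with detergent. Activity follows hydroperoxide formation from 45 uM arachidonic acid, measured as 573:405 nm absorbance ratio of the ferric-xylenol orange complex.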
IMPase cell inh: cell-permeable inhibitors of inositol monophosphatase (IMPase). 120,000 tested, under 10 active. CHO-M1 cells, IP1 accumulation, HTRF TR-FRET ratio. AID 901. inhibition (IP1 accumulation), % at 46.1 µM. P97697; active means well fitted curve in the direction sought with a large enough effect in the signal ratio, not every such curve was filed as active; inconclusive means small, poorly fitted or top-dose-only effect, or a change in a side signal; inactive means no such curve, though single readings can be large or run the other way; the % refers to the signal ratio;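 further: cells stimulated with carbachol in lithium chloride buffer; plate controls were DMSO basal wells for no effect and reference inhibitor wells for full effect; higher means more IMPase inhibition seen as more IP1 and lower FRET ratio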
Target sequence (P97697 whole entry, looked up): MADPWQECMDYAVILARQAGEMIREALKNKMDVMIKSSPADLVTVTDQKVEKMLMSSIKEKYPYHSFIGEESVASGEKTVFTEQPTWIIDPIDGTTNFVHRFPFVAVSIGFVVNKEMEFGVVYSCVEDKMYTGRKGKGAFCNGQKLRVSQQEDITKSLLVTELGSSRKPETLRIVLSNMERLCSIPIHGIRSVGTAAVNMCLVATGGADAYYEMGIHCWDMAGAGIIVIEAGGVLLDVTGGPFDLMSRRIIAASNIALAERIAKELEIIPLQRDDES
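Elevated IP1 in lysates lowers TR-FRET signal (665/620 ratio and 620 channel reported). Cells were CHO-M1, given carbachol (50 uM as added) plus 50mM LiCl, pH 7.4, 30 min, 37C; compounds titrated up to 46 uM; AC50 by Hill equation.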
12-hLO inh: blocks human 12-lipoxygenase activity; purified 12-hLO, xylenol orange hydroperoxide absorbance; 150,000 compounds, 0.12% hits; Potency, µM (titrated, usually from 57.1 µM), for the others: at the highest dose activity change, negative = inhibition, actives largely listed as inhibitors; P18054; further: potency means the concentration at half of the fitted maximal effect; nearly all actives have a fitted effect of over 55% in size; many of its hits are not listed in these tables
Target sequence (P18054 whole entry, looked up): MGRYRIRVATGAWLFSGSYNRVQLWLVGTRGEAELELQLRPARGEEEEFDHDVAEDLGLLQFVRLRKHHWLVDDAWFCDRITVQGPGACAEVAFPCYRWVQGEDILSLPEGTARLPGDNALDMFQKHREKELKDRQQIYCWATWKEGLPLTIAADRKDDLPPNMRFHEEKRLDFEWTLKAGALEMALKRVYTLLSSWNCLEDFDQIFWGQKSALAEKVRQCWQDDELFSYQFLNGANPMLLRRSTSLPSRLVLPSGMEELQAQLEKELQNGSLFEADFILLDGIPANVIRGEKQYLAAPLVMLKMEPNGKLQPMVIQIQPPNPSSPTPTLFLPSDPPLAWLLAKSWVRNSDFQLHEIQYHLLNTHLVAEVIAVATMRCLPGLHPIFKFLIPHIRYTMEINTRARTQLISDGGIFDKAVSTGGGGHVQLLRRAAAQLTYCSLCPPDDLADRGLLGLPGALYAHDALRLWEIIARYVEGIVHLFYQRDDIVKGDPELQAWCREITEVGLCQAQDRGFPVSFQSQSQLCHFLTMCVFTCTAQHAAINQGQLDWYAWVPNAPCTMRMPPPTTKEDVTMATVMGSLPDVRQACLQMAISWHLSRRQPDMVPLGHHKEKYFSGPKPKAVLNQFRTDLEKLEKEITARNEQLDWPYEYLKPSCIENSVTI
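Hydroperoxide formation by human 12-lipoxygenase from 40 uM arachidonic acid was followed colorimetrically via ferric-xylenol orange complex, using the 573/405 nm absorbance ratio. Enzyme concentration was 150 nM, with 30 min reaction at room temperature.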
PNC assembly inh: inhibitors of perinucleolar compartment assembly; PC3M PTB-GFP, PNC prevalence imaging, 16 h; stronger effect = lower value; activity change (PNC), negative = inhibition, % at 10 µM; 140,000 compounds, 3.1% hits; AID 2417;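 active means readout at or below -70, meaning at least 70% loss of cells showing the perinucleolar compartment, a nuclear body marking cancer cells; inconclusive means readout between -30 and a set limit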;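 further: plate controls were DMSO wells for no effect and camptothecin positive control wells for full effect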
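PC3M cells stably expressing PTB-GFP, 750–1000 cells/well, treated 16 h at 37 °C with compound (23 nl of library stock), in duplicate. After paraformaldehyde fixation and Hoechst stain, imaged at 20x; PNC prevalence scored by image analysis.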
* hit, by the source's call; ? = inconclusive; nt = not tested or not shown; [ ] = dose if it differs, or a comment. Unless noted, the call rests on the fitted dose curve; in most records, active means well fitted curve in the direction sought with a large enough effect; inconclusive means small, poorly fitted or top-dose-only effect, or another doubt; inactive means no such curve, though single readings can be large; an effect the other way counts as inactive or inconclusive. Unless noted, on the % scale 0 is the no-effect control and ±100 the full control effect. A portion of the library. The share of hits here may be higher or lower than overall.

molecule	15-hLO-2 inh	PNC assembly inh	IMPase cell inh	12-hLO inh
COc1ccc(OCC(O)CN2CCN(Cc3ccc4c(c3)OCO4)CC2)cc1 (stereo not given)	nt	33	nt	-2%
CCN(CC)CCNC(C(=O)Nc1ccc([N+](=O)[O-])cc1Br)c1ccccc1 (stereo not given)	nt	-104*	nt	-3%
Cc1cc(NC(=O)C2CCCC2)n(-c2nc3ccccc3[nH]2)n1	6%	-27	8	-1%
O=C(CCS(=O)CCC(=O)NCc1ccccc1)NCc1ccccc1	-29%	13	-5	-3%
Cc1cc(C)n(C(=O)c2cccc(S(=O)(=O)N3CCCC3)c2)n1	-11%	4	-6	-1%
CCC1CO1 (stereo not given)	0%	nt	nt	-1%
N/C(Cc1cccs1)=N\OC(=O)COc1ccc(Br)cc1Cl	-1%	-9	16	3%
COc1ccc(/C=C/C(=O)N2CCC(c3ccccc3)C2)cc1 (stereo not given)	nt	-10	nt	-1%
CCOC(=O)CNC1CC(=O)N(c2cccc(Cl)c2)C1=O (stereo not given)	11%	1	1	-7%
Cc1ccc(S(=O)(=O)NCC(=O)N2CCN(c3ccccn3)CC2)cc1	8%	-10	-3	-5%

Additional entries follow:
molecule	15-hLO-2 inh	PNC assembly inh	IMPase cell inh	12-hLO inh
Cc1csc(NC(=O)C(NS(=O)(=O)c2ccc(Br)s2)c2ccccc2)n1 (stereo not given)	-3%	?	-17	-6%
CN(C)CCSCCO	-4%[11.4 µM]	nt	nt	1%[11.4 µM]
Cc1cccc(NC(=O)Nc2ccc(Oc3c(F)c(F)c(F)c(F)c3F)cc2)c1	6%	-6	4	-4%
O=C(NCc1ccco1)/C(=C\c1cccs1)NC(=O)c1ccsc1	nt	8	nt	-2%
Cc1cccc(C(=O)O/N=C2\CCCc3ccccc32)c1	2%	4	4	-1%
COc1cc2nc(C3CCC3)n(NC(=O)C3CCCC(OC)C3)c(=O)c2cc1OC (stereo not given)	-9%	11	6	-4%
COc1ccc(NC(=O)CCSc2cc(C)c3ccccc3n2)cc1	-6%	-17	-13	2%
CC(C)N1CCN(c2ccncc2S(=O)(=O)N2CCOCC2)CC1	6%	?	10	5%
Cc1c(C(=O)N2CCN(c3ncccn3)CC2)sc2nc3n(c(=O)c12)CCCC3	17%	6	8	-4%
Cc1cc(Cl)ccc1OCCCC(=O)N1CCN(C)CC1	5%	76	4	1%

Reprinted from the part before: 2 compounds, followed by the next part.
molecule	15-hLO-2 inh	PNC assembly inh	IMPase cell inh	12-hLO inh
Cc1c(C(=O)N2CCN(c3ncccn3)CC2)sc2nc3n(c(=O)c12)CCCC3	17%	6	8	-4%
Cc1cc(Cl)ccc1OCCCC(=O)N1CCN(C)CC1	5%	76	4	1%
COc1ccc(C)cc1S(=O)(=O)N1CCCC(C(=O)NCC2CCCO2)C1 (stereo not given)	7%	-1	0	0%
Cc1ccccc1NC(=O)c1ccc(-n2cncn2)nc1	2%	18	-1	-3%
c1ccc(Cn2c(Sc3nnnn3-c3ccccc3)nnc2-c2ccccc2)cc1	-4%	?	-2	1%
CC(=O)Nc1ccccc1OCC(=O)NCCc1ccc(Cl)cc1Cl	nt	?	-8	-2%
O=C(Cn1nc(Cl)nc1Cl)Nc1ccccc1	1%	-25	-13	-3%
O=S(=O)(NCC(c1cccnc1)N1CCN(c2ccc(F)cc2)CC1)c1ccc(F)cc1 (stereo not given)	1%	-14	-1	-5%
Cc1ccc2nc(SCn3nnc4ccccc4c3=O)[nH]c2c1	nt	-28	7	2%
C=CCC(C#Cc1ccc(C)cc1)N(CC)CC (stereo not given)	9%	?	-5	9%
COc1ccc(CCNc2oc(COc3ccc(Br)cc3)nc2C#N)cc1OC	1%	-6	23	-15%
Cc1ccc(N2CC(C(=O)Nc3ccc4c(c3)OCCO4)CC2=O)cc1 (stereo not given)	-5%	?	9	3%

Following part
molecule	15-hLO-2 inh	PNC assembly inh	IMPase cell inh	12-hLO inh
CCN(C(=O)c1ccc2c(Cl)c3c(nc2c1)CCC3)c1cccc(C)c1	nt	16	nt	-3%
COc1ccc(CC(=O)N2CC3(C)CC2CC(C)(C)C3)cc1OC (stereo not given)	-11%	2	4	0%
Cc1nc2c(C(=O)N3CCOCC3)cnn2c(C)c1Cc1cccc(Cl)c1	-2%	?	7	1%
CCCn1c(=O)c(C(=O)Nc2ccccc2C(=O)OC)c(O)c2ccccc21	7%	22	0	-11%
CCN1C(=O)/C(=C\c2ccc(F)cc2)N=C1SCC(=O)NCc1ccco1	nt	?	nt	-3%
O=C(O)CCN1C(=O)c2ccc(Oc3ccc4c(c3)C(=O)N(CCC(=O)O)C4=O)cc2C1=O	-2%	11	-3	5%
Cc1cccc(NC(=O)COc2ccccc2C)n1	7%	60	13	10%
Cc1cc(C)c(C#N)c(SCC(=O)Nc2nnc(-c3ccccc3)s2)n1	-8%	29	3	5%
O=C(c1cnccn1)N(Cc1ccco1)C1(C(=O)NC2CCCC2)CCCCC1	2%	-16	7	-1%
O=C(C1CCC(=O)N1Cc1ccccc1Cl)N1CCN(c2ccc(F)cc2)CC1 (stereo not given)	2%	44	2	-7%

Next part:
molecule	15-hLO-2 inh	PNC assembly inh	IMPase cell inh	12-hLO inh
O=C(Nc1ccc(Cl)cc1)N1CCc2[nH]c3ccccc3c2C1	-1%	-5	4	-10%
CCOC(=O)CSc1nc2sc(C)c(C)c2c(=O)n1N	nt	-10	nt	-1%
Cc1ccc(Cn2ccc(=O)c(Cc3c(Cl)cccc3Cl)c2C)cc1	3%	0	6	1%
c1ccc(CN(Cc2cccs2)C(c2cccs2)c2nnnn2C2CCCC2)cc1 (stereo not given)	-19%	?	-1	2%
CC(C)(C)OC(=O)N1CC(O)CC1C(=O)OCC(=O)c1ccccc1 (stereo not given)	nt	153	10	9%
O=C(C1=C(O)/C(=C/c2ccc(O)cc2)CCC1)C(F)(F)F	nt	13	7	?
Cc1ccc(C)c(NS(=O)(=O)c2cc(C(=O)Nc3cccc(N(C)S(C)(=O)=O)c3)ccc2C)c1	-8%	35	-1	4%
C[n+]1ccccc1N1CCN(c2ccccc2Cl)CC1	nt	30	nt	-3%
COc1cc2c(cc1NC(=S)NC(=O)c1c(OC)cccc1OC)oc1ccccc12	nt	?	-14	-3%
C[N+](C)(C)CCN(Cc1ccc(Cl)cc1)c1ccccn1	nt	53	17	3%

Next part
molecule	15-hLO-2 inh	PNC assembly inh	IMPase cell inh	12-hLO inh
Cc1ccc(CNC(=O)C(=O)NCC(c2ccco2)N2CCOCC2)cc1 (stereo not given)	nt	-29	3	-6%
COC(=O)C1=C(C)N(Cc2ccco2)C(=O)N[C@H]1c1ccccc1	nt	-18	nt	-1%
COc1ccc(C(=O)/C=C(\N)C(F)(F)F)c(O)c1	0%	20	1	-22%
c1ccc(Nc2nc(N3CCCC3)nc(N3CCCC3)n2)cc1	46%[activator]	12	6	-1%
CCC(=O)n1nc(-c2ccccc2)nc1N	8%	19	2	1%
CCCCC/C(=N\NC(=O)CCC(=O)NCc1ccccc1)c1ccccc1	nt	66	nt	-2%
CCOc1ccc2c(c1)c1nnc(SCC(=O)N3CCCCC3C)nc1n2C (stereo not given)	-9%	5	0	-2%
Cn1nnnc1SCCNCc1cc(Cl)ccc1OCc1ccccc1	nt	-3	nt	-5%
COc1ccccc1C(=O)N1CCC(C(=O)c2ccc(F)cc2)CC1	3%	-18	?	-1%
N#Cc1nc(-c2ccc(F)cc2)oc1N1CCCC1	-15%	16	1	0%

More entries.
molecule	15-hLO-2 inh	PNC assembly inh	IMPase cell inh	12-hLO inh
O=S(=O)(c1ccc(-c2nc3ccccc3s2)cc1)N1CCCC1	0%	25	-4	3%
O=C(COC(=O)COc1ccccc1Cl)Nc1ccccc1OC(F)F	2%	13	-2	-4%
COC(=O)c1ccccc1NC(=O)Cn1nnc(-c2ccc(OC)cc2)n1	nt	?	10	-1%
CN1/C(=C\C(=O)COC(=O)Cn2nnc(-c3ccccc3)n2)C(C)(C)c2ccccc21	-8%	10	4	-7%
Cc1cc(C)c2c(N)c(-c3nc4ccccc4[nH]3)sc2n1	19%	15	8	-2%
O=C(NCC1CCCO1)C12CN(Cc3ccccc3)CC1C(c1cccc([N+](=O)[O-])c1)=NO2 (stereo not given)	-1%	-23	7	5%
NC1=NC(=Nc2ccc(Cl)cc2)c2ccccc21	nt	78	nt	-5%
CCCCOC(=O)c1cccc(NC(=O)CCC(=O)O)c1	1%	52	3	-7%
C=C(Br)Cn1c(CC(C)C)nc2ccccc21	8%	1	9	3%
c1ccc(CCc2nn3c(Cn4nnc5ccccc54)nnc3s2)cc1	2%[2.29 µM]	-18	2	-3%

(further entries)
molecule	15-hLO-2 inh	PNC assembly inh	IMPase cell inh	12-hLO inh
COC(=O)n1c(=O)oc2ccccc21	-2%	-2	2	-4%
CCn1c(/C=C2/C(=O)N(C)c3ccccc32)nc2ccccc2c1=O	-4%	26	8	-13%
CCn1c2ccc(OC)cc2c2nc3ccccc3nc21	nt	193	15	-7%
CS(=O)(=O)N(CC(=O)O)c1cc(Cl)cc(Cl)c1	1%	24	5	1%
COc1ccc(NS(=O)(=O)c2ccc(NC(=O)c3ccc(N(C)S(C)(=O)=O)cc3)cc2)c(OC)c1	nt	11	nt	-1%
O=S(=O)(c1cccc(C(F)(F)F)c1)N1CCN(C(=S)NCc2ccco2)CC1	nt	-109*	nt	-4%
CCOC(=O)c1oc2ccccc2c1CN1CCN(c2ccccc2)CC1	27%	?	7	-7%
Cc1cc(C)cc(N2C(=O)CC(n3nc(C)cc3C)C2=O)c1 (stereo not given)	2%	-9	-4	-2%
CCOC(=O)Nc1ccc2c(c1)N(C(=O)CCN1CCN(C)CC1)c1ccccc1S2	61%[activator]	39	7	-1%
CCOCCCNS(=O)(=O)c1ccccc1	7%	?	2	1%

Next section.
molecule	15-hLO-2 inh	PNC assembly inh	IMPase cell inh	12-hLO inh
COc1ccccc1N1CCN(/N=C/C=C\c2ccco2)CC1	?	-11	5	-4%
CCOC(=O)c1cnc(SCc2ccccc2)nc1N	9%	?	-6	3%
O=C(CN1C(=O)C2C3C=CC(C3)C2C1=O)NCCc1ccccc1Cl (stereo not given)	1%	23	-3	0%
CCSc1nnc(CNC(=O)C23CC4CC(CC(C4)C2)C3)n1C1CCCCC1	nt	37	-8	2%
O=c1c(Cl)c(NCCCO)cnn1-c1nc2ccccc2[nH]1	-1%	28	-2	0%
CCCC(C)NC(=O)c1cc(Cl)ccc1OC (stereo not given)	4%	-23	-4	3%
N/C(=N\OS(=O)(=O)c1ccc(Br)cc1)c1ccncc1	3%	?	5	-3%
COc1ccc(N2CCN(C3CC(=O)NC3=O)CC2)cc1 (stereo not given)	-4%	3	1	-2%
Cc1cccc(NC(=S)NCC(c2cccnc2)N(C)C)c1 (stereo not given)	nt	4	-7	0%
O=C(CC(C(=O)O)C1CCCO1)NCc1ccccc1 (stereo not given)	-3%	10	-12	-6%
Cc1cc(C)n(-c2cc(C)c(C)cc2Br)n1	-4%	51	7	8%
CCOC(=O)Cc1nnc(NC(=O)CSc2ccccc2)s1	?	?	7	-4%
O=C(NCCc1ccccn1)C1CCCN(S(=O)(=O)Cc2ccccc2)C1 (stereo not given)	2%	-23	3	-1%

Screening data deposited in PubChem BioAssay by National Center for Advancing Translational Sciences (NCATS).
